Screening data deposited in PubChem by several laboratories.
TRPC6 inh: mouse TRPC6 channel inhibitors, primary screen, cell-based, HEK293, membrane potential dye; Short transient receptor potential channel 6 (Mus musculus), Q61143; ACh-evoked depolarization; active compounds read low; B-score at 10 µM; 310,000 tested, 1.1% active; AID 2553, 2010;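 active means B-score under library mean minus 3 SD, initial fluorescence not abnormally high, positive integrated signal ratio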;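 further: B-score derived from integrated fluorescence ratio over the kinetic read; more negative B-score means stronger inhibition of depolarization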
MrgX1 agonist: agonists of human MrgX1 receptor, primary screen, HEK293 cells, Fluo-4 calcium flux | Mas-related G-protein coupled receptor member X1 (Homo sapiens), Q96LB2 | Fluo-4 calcium fluorescence, agonist mode; active compounds read high | B-score at 10 µM | 310,000 tested, 0.44% active;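 active means calcium response B-score plate-corrected fluorescence ratio at least 3 library SD, with starting fluorescence B-score inside 5 SD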
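System: HEK293 cells stably expressing human MrgX1 receptor; Dosing: test compound in the initial addition of three; Schedule: overnight plating, then 30 min 37 °C plus 30 min room-temperature dye loading; Detection: kinetic calcium dye fluorescence, Fluo-4 NW; Controls: per-plate positive and negative controls for Z′ factor.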
MrgX1 antagonist: antagonists of human MrgX1 receptor, primary screen, HEK293 cells, Fluo-4 calcium flux; BAM8-22 antagonism; active compounds read low; B-score at 10 µM; 310,000 tested, 1.3% active; AID 588676, 2011;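 active means calcium-response B-score plate-corrected more than 3 library SD below zero, starting fluorescence within 5 deviations, no agonist response on first addition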;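 further: peak minus trough fluorescence over baseline after final BAM8-22 challenge near maximal dose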
MrgX1 PAM: positive allosteric modulators of MrgX1, primary screen, HEK293 cells, Fluo-4 calcium flux. Mas-related G-protein coupled receptor member X1 (Homo sapiens), Q96LB2. FDSS; active compounds read high. B-score at 10 µM. 310,000 tested, 0.63% active;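 active means plate-corrected calcium response at least 3 library SD above typical, normal starting fluorescence, not activating the receptor alone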;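 further: compound read alongside a low EC10 to EC30 dose of BAM8-22 agonist; peak minus trough fluorescence over baseline measured at the second addition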
TMEM16A act: TMEM16A chloride channel activators or potentiators, primary screen, cell-based, HTS; Anoctamin-1 (Mus musculus), Q8BHY3; HEK293 TMEM16A/YFP-H148Q/I152L, iodide quench fluorescence; active compounds read low; 340,000 tested, 0.3% active; B-score at 10 µM;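 active means fluorescence-ratio B-score plate-corrected deviation score at least 3 library SD below zero, with starting fluorescence score within 5 deviations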;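 further: channel opened by trigger with iodide after compound preincubation; score built on the fluorescence ratio of max minus min over baseline; more negative score means more quench and so TMEM16A activation or potentiation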
TRPC4 inh: inhibitors of mouse TRPC4 channel, primary screen, Fluo4 calcium, HEK293 TRPC4beta/mu-opioid cells; Short transient receptor potential channel 4 (Mus musculus), Q9QUQ5; AID 2247, 2010; B-score at 10 µM; 300,000 tested, 0.39% active; DAMGO-evoked Fluo4 calcium flux; active compounds read low;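 active means B-score over 3 SD under the library average, no early fluorescence shift, positive overall ratio signal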
Target sequence (Q9QUQ5 whole entry, looked up): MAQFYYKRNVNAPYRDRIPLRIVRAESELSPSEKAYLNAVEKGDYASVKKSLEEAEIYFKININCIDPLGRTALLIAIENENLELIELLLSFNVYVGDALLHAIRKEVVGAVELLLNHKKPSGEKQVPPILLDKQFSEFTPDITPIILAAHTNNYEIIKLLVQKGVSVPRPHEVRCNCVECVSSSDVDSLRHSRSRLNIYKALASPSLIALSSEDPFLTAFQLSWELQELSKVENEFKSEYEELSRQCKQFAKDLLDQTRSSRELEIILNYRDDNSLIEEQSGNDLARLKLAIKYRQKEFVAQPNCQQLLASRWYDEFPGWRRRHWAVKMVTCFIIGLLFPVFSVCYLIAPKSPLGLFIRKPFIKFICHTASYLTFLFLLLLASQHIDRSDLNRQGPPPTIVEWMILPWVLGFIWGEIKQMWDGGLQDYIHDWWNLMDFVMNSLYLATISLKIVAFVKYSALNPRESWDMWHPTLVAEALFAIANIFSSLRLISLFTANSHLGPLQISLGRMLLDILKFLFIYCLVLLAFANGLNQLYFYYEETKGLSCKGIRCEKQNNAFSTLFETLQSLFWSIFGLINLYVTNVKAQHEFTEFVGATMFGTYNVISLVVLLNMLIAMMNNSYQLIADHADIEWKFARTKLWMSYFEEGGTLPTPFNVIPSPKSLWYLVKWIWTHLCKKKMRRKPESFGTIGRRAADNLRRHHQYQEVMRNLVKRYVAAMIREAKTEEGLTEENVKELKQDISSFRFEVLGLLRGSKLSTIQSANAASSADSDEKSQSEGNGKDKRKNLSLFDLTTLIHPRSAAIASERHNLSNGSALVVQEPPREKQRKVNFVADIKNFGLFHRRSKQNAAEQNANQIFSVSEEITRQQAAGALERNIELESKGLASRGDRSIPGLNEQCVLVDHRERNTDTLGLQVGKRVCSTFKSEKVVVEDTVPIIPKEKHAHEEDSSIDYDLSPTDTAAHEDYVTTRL
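Assay system: Stable TRPC4beta/mu-opioid receptor HEK293 cells | Reagent: DAMGO in two steps, submaximal then maximal | Compound dosing: Single concentration per test compound | Signal: Fluo4 Ca2+ flux fluorescence | Evaluation: Per-well B score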
TRPC4 act: activators of mouse TRPC4 channel, primary screen, Fluo4 calcium, HEK293 TRPC4beta/mu-opioid cells | AID 2237, 2010 | B-score at 10 µM | 310,000 tested, 0.49% active | Fluo4 calcium fluorescence; active compounds read high;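 active means B-score above 5 SD of library B-scores, and initial fluorescence ratio not above library mean plus 5 SD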;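 further: positive B-score marks a calcium rise read as TRPC4 activation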
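Assay system: HEK293 stable line with TRPC4beta plus mu-opioid receptor; schedule: 45 min room-temperature Fluo4 loading, 110 s read; technique: kinetic Fluo4 calcium fluorescence; evaluation: integrated baseline-normalised fluorescence ratio, converted to per-well B score; controls: buffer (low) and maximal DAMGO (high)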
ANO1 block: TMEM16A chloride channel inhibitors, primary screen, cell-based, HTS. 310,000 tested, 1.2% active. HEK293 TMEM16A/YFP iodide influx fluorescence, ionomycin. Anoctamin-1 (Mus musculus), Q8BHY3. normalized B-score (activity score, 25-100; higher = stronger inhibition) at 10 µM. AID 588511, 2011;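 active means ratio plate-corrected score three or more library SD toward inhibition, starting fluorescence score within five deviations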;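 further: score derived from kinetic fluorescence span divided by baseline fluorescence per well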
TRPC4 PAM: positive allosteric modulators of TRPC4, primary screen, cell-based, mouse TRPC4beta, HEK293 mu-opioid, Fluo-4 calcium | Short transient receptor potential channel 4 (Mus musculus), Q9QUQ5 | DAMGO EC20, Fluo-4 Ca2+ flux; active compounds read high | B-score at 10 µM | 310,000 tested, 0.42% active | AID 2227, 2009;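 active means B-score of calcium response area above 5 SD of library B-scores, with initial fluorescence ratio within 5 SD of library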;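 further: B-score of integrated fluorescence ratio over time as area under calcium response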
SKKanGAS inh: S. pyogenes SKKanGAS growth inhibitors in kanamycin, primary screen, streptokinase expression inhibitor project, SKKanGAS strain, BacTiter-Glo luminescence; inhibition, % at 7.5 µM; 6 h; 300,000 tested, 1.3% active;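 active means mean replicate score, as percent of positive control median, at least 50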;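 further: strain carries kanamycin resistance gene driven by streptokinase promoter and grows in 40 µg/ml kanamycin; loss of luminescence reflects streptokinase promoter inhibition or plain growth inhibition; 0% = median of DMSO wells and 100% = positive control at its reference dose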
TRPC6 activator: mouse TRPC6 channel activators, primary screen, cell-based, HEK293, membrane potential dye; Short transient receptor potential channel 6 (Mus musculus), Q61143; HEK293-TRPC6 membrane potential dye fluorescence; active compounds read high; B-score at 10 µM; 310,000 tested, 0.13% active; AID 2550, 2010;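 active means B-score of the integrated fluorescence ratio above library mean plus 3 SD, and starting fluorescence ratio within library mean plus 5 SD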;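 further: higher score means more depolarization so channel activation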
The depositor's hits bear a star; i = inactive; / = no result given. Outcome played no part in choosing rows. Share with any hit: about 6.7%.

compound	TRPC6 inh	MrgX1 agonist	MrgX1 antagonist	MrgX1 PAM	TMEM16A act	TRPC4 inh	TRPC4 act	ANO1 block	TRPC4 PAM	SKKanGAS inh	TRPC6 activator
COc1ccc(C(=O)NC(=S)NCc2cccnc2)cc1Cl	i	i	i	i	i	i	i	i	i	-4	i
Cc1cc(C)c(C#N)c(Sc2ccc(N)cc2)n1	i	i	i	12*	i	i	i	i	i	-7	i
Cc1cccc(C(=O)OCC(=O)N2CCC(c3ccccc3)=N2)c1O	i	i	i	i	i	i	i	i	i	1	i
CCCCn1c(N)c(-c2nc3ccccc3s2)c2c([N+](=O)[O-])nn(C)c(=O)c21	i	i	i	i	i	i	i	i	i	13	i
COc1ccc(-c2nc3ccccc3c(=O)o2)cc1OC	i	i	i	i	i	i	i	i	i	7	i
CCN(CC(=O)Nc1ccccc1C(F)(F)F)C(=O)Cc1sc(C)nc1-c1ccc(F)cc1	i	i	i	i	i	i	i	i	i	1	i
COc1cccc(NC(=O)Cc2nnc(SCC(=O)c3ccccc3)n2C)c1	i	/	/	/	i	i	i	/	i	-16	i
CC(=O)Nc1cccc(C(=O)OCC(=O)NC(C)c2ccc(F)cc2)c1 (stereo unspecified)	i	i	i	i	i	i	i	i	i	3	i
COc1ccc(NC(=O)CNC(=O)Cc2ccccc2)cc1	i	i	i	i	i	i	i	i	i	-4	i
O=C(CN1CCN(c2ccccc2)CC1)c1c[nH]c2ccccc12	i	i	i	i	i	i	i	i	i	-8	i
CN(C(=O)CCS(=O)(=O)c1cc2c(cc1Cl)NC(=O)CO2)C1CCCCC1	i	i	i	i	i	i	i	i	i	-8	i
Cc1ccc(NC(=O)C2COc3ccccc3O2)cc1C (stereo unspecified)	i	i	i	i	i	i	i	i	i	2	i
Cc1ccc(CN(Cc2cc3cccc(C)c3[nH]c2=O)C(=S)NCCCN(C)C)cc1	i	i	i	9.7*	i	i	i	i	i	-11	i
COc1cccc(OCc2nnc(SCC(=O)NCc3ccco3)n2CCc2ccccc2)c1	i	i	i	i	i	i	i	i	i	-1	i
CC/C(=N\n1nnnc1Nc1ccccc1)c1ccccc1	i	i	i	i	i	i	i	i	i	-5	i
CCC(=O)Nc1cc(C(=O)OC(C(=O)c2ccc(C)c(C)c2)c2ccccc2)ccc1C (stereo unspecified)	i	i	i	i	i	i	i	i	i	17	i
CCOc1ccc(Cl)cc1S(=O)(=O)NCc1cccnc1	i	i	i	i	i	i	i	i	i	3	i
O=C(NCc1cccc(C(F)(F)F)c1)C1CC(c2ccccc2C(F)(F)F)=NO1 (stereo unspecified)	i	i	i	i	i	i	i	i	i	0	i
CCCc1ccc(NC(=O)C2CCCN(c3cnccn3)C2)cc1 (stereo unspecified)	i	i	i	i	i	i	i	i	i	-4	i
CC1Oc2cc3oc4c(O)c(O)ccc4c(=O)c3c(O)c2C1(C)C (stereo unspecified)	i	i	i	i	i	i	i	100*	i	53*	i
O=C(Nc1nc(=O)n(C(=O)c2cccc(C(F)(F)F)c2)s1)c1ccccc1	i	i	i	i	i	i	i	i	i	18	i
CCOC(=O)c1ccc(NC(=O)c2nn(C)cc2Br)cc1	i	i	i	i	i	i	i	i	i	-3	i
COc1ccc(/C=C2\SC(=S)N(CC(=O)OCC(=O)Nc3ccc(C)cc3Cl)C2=O)cc1	i	i	i	i	i	i	i	i	i	4	i
Cn1c2ccccc2c(=O)c2ccc(C#Cc3ccccn3)cc21	i	i	i	i	/	i	i	i	i	2	i
COc1ccc(N(C(=O)/C=C/c2ccc(OC)c(OC)c2)C2=CC3CCC(C2)N3C)cc1 (stereo unspecified)	i	i	i	i	i	i	i	i	i	-3	i
CCOC(=O)c1ccc(N2C(=O)C(O)=C(C(C)=O)C2c2ccccn2)cc1 (stereo unspecified)	i	i	i	i	i	i	i	i	i	-6	i
CC(C)c1ccc(C(=O)Nc2cccnc2)cc1	i	i	i	i	i	i	i	i	i	-5	i
COc1ccc(C2=CSC3=NCCN23)cc1	i	i	i	i	i	i	i	i	i	-2	i
S=c1[nH]nc(-c2ccccn2)n1/N=C/c1cccc2ccccc12	i	i	i	i	i	i	i	i	i	0	i
CCOC(=O)C1=C(C)N(CC(C)C)C(=O)C1	i	i	i	i	i	i	i	i	i	-5	i
Cn1c(=O)[nH]c(=O)c2c1nc(N1CCCCC1)n2CCSc1nc2ccccc2o1	i	i	i	i	i	i	i	i	i	-1	i
C=CCN1C(=O)NC2(O)C(=O)c3ccccc3C12O (stereo unspecified)	i	i	i	i	i	i	i	i	i	1	i
O=C(O)c1cccc(NC(=S)NC(NC(=O)c2cccc([N+](=O)[O-])c2)C(Cl)(Cl)Cl)c1 (stereo unspecified)	i	i	i	i	i	i	i	i	i	7	i
Cc1ccnc(NS(=O)(=O)c2ccc(NC(=O)CCS(=O)(=O)c3ccccc3)cc2)n1	i	i	i	i	i	i	i	i	i	-10	i
CCCOc1ccc2c3c(c(=O)oc2c1OCCC)CCCC3	i	i	i	i	i	i	i	i	i	-9	i
CCOc1cc(-n2ncc(C#N)c2N)nc(SC)n1	i	i	i	i	i	i	i	i	i	-7	i
CC(=C/c1ccco1)/C=N/NC(=O)Cc1cccn1C	i	i	i	i	i	i	i	i	i	6	i
CCOc1ccc(N(CC(=O)NCc2ccc(F)cc2)C(=O)c2snc(C(N)=O)c2N)cc1	i	i	i	i	i	i	i	i	i	1	i
CCn1nc(C)c(NC(=O)CSc2nnc(-c3ccco3)n2C)c1C	i	i	i	i	i	i	i	i	i	6	i
Cc1ccc(SCCCCN2C(=O)NC(C)(C)C2=O)cc1	i	i	i	i	i	i	i	i	i	-7	i
CCCCn1c(SCc2nnc(-c3ccccc3)o2)nc2c1c(=O)n(C)c(=O)n2C	i	i	i	i	i	i	i	i	i	-6	i
Cc1nc2ccc(C(=O)OCc3nnc(-c4ccccc4)o3)cc2nc1C	i	/	/	/	i	i	i	/	i	-3	i
CC(=O)c1ccccc1OCCOc1ccccc1C(C)=O	i	i	i	i	i	i	i	i	i	14	i
COc1ccc(OCC(=O)NNC(=O)c2c(-c3ccccc3Cl)noc2C)cc1	i	i	i	i	i	i	i	i	i	0	i
O=S(=O)(Nc1ccc(S(=O)(=O)Nc2ncccn2)cc1)c1ccc(Cl)cc1	i	i	i	i	i	i	i	i	i	/	i
O=C(NCC1(N2CCCCC2)CCCCC1)c1ccc(NS(=O)(=O)c2ccccc2)cc1	i	i	i	i	i	i	i	i	i	0	i
COc1ccc(OCC(=O)N2CCN(C(=O)c3cccc4ccccc34)CC2)cc1	i	i	i	i	i	i	i	i	i	16	i
COC(=O)c1c(C)[nH]c(C(=O)/C=C/c2cccc(Cl)c2)c1C	i	i	i	i	i	i	i	i	i	-16	i
COCC(=O)Nc1c(C(=O)N2CCCC2)oc2ccccc12	i	i	i	i	i	i	i	i	i	5	i
COc1ccc(-c2csc(N(CCCN(C)C)C(=O)c3ccccc3Cl)n2)cc1	-7.9*	i	i	i	i	i	i	i	i	-17	i
CC1O[C@@H](O[C@H](C)CC[C@@H](C)O[C@H]2OC(C)[C@@H](O)C[C@H]2O)C(O)C[C@H]1O (stereo partly specified)	i	i	i	i	i	i	i	i	i	1	i
COc1ccc(/C=C/C(=O)OCC(=O)Nc2cc(S(=O)(=O)N(C)C)ccc2Cl)cc1	i	i	i	i	i	i	i	i	i	-5	i
CCC(OC(=O)CCc1nc2ccccc2[nH]c1=O)C(=O)c1ccccc1 (stereo unspecified)	i	i	i	i	i	i	i	i	i	-6	i
CCn1c2ccccc2c2cc(CN3CCN(S(C)(=O)=O)CC3)ccc21	i	i	i	i	i	i	i	i	i	6	i
CCc1ccc(CN2CCN(C(=O)c3cccc(OC)c3OC)CC2)cc1	i	i	i	i	i	i	i	25*	i	-2	i
CC1(c2nnc(Cc3ccccc3)o2)CC(c2ccccc2[N+](=O)[O-])=NO1 (stereo unspecified)	i	i	i	i	i	i	i	i	i	0	i
COc1cc(NC(=O)COC(=O)/C=C/c2c(C)nn(-c3ccc(F)cc3)c2Cl)cc(OC)c1	i	i	i	i	i	i	i	i	i	-2	i
CCc1cc(=O)oc2c(C)c(OC(C)C(=O)N3CC[C@@]4(O)CCCC[C@H]4C3)ccc12 (stereo partly specified)	i	i	i	i	i	i	i	i	i	-4	i
O=C(NCCN1C(=O)S/C(=C\c2ccc(Cl)c(Cl)c2)C1=O)c1ccc2c(c1)C(=O)N(Cc1ccncc1)C2=O	i	i	i	i	i	i	i	i	i	12	i
O=C(Cc1cccs1)NCc1ccccc1Br	i	i	i	i	i	i	i	i	i	-2	i
